Screens (PubChem BioAssay)
TDP1 cell CPT: growth inhibition of DT40 Tdp1-/-;hTDP1 cells with camptothecin (screen for TDP1 inhibitors) | Potency, µM (series often up to 46.2 µM), for inactives: top-dose activity change, negative = growth inhibition, most hits filed as inhibitors | hit rate 12% among 420,000 | chicken DT40 Tdp1-/-;hTDP1 cells + 20 nM CPT, ATP luminescence, 48 h | AID 686979; also: nearly all actives have a fitted effect of over 55% in size
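Chicken DT40 Tdp1-/- cells stably complemented with human TDP1 were seeded at 400 cells/well in medium containing 20 nM camptothecin, exposed to pin-transferred compounds, and grown at 37 °C for at least 48 hr. Viability was read as ATP luminescence.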
KAT2A inh: GCN5L2 (KAT2A) acetyltransferase inhibition; hit rate 0.21% among 390,000; Potency, µM (highest dose often 58.9 µM), inactives show at the highest dose activity change, negative = inhibition, usual class: inhibitors; GCN5L2 HAT assay, ThioGlo1 CoA-SH fluorescence; AID 504327; Q92830
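GCN5L2 (20 nM) in 50mM HEPES pH 7.5, 0.1mM EDTA, 0.01% Tween-20 preincubated 15 min with compounds at room temperature. Reaction started with H3(1-25) 75uM, acetyl-CoA 70uM, ThioGlo1 50uM; CoA-thiol fluorescence (Ex340/Em540) read at 0 and 20 min.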
FEN1 inh: inhibitors of human flap endonuclease 1; Recombinant FEN1 flap cleavage, fluorescence, 15 min; Potency, µM (top dose mostly 114 µM), for the others: at the top dose activity change, negative = inhibition, hits mostly inhibitors; hit rate 0.35% among 390,000; AID 588795; also: nearly all actives have a fitted effect of over 65% in size
Target sequence (P39748 whole entry, looked up): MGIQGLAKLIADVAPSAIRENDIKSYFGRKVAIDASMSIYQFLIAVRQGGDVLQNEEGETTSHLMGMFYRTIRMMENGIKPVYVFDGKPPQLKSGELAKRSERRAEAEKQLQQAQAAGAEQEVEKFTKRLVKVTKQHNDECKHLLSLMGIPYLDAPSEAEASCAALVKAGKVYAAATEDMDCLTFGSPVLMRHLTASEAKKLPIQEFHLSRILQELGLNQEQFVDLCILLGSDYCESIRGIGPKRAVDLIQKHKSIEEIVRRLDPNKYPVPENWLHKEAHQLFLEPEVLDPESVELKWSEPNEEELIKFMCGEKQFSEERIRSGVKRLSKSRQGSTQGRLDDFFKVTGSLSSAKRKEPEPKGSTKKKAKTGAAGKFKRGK
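Potency values derive from four-parameter Hill fits of normalized qHTS data. The reaction used 10 nM FEN1 preincubated 15 min at room temperature with compound, then 50 nM DNA substrate, read at 0 and 15 min.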
The depositor's hits bear a star; ? = inconclusive; nt = not tested or not shown; & = joins results of further samples; [ ] = another dose, or the depositor's remark. Calls follow the shape of the dose curve; as a rule, active = well fitted curve in the direction sought with a large enough effect; inconclusive = small, poorly fitted or top-dose-only effect, or another doubt; inactive = no such curve, though single readings can be large; an effect the other way counts as inactive or inconclusive. % is scaled to controls: 0 for no effect and ±100 for the full control effect; potency is read from the fitted curve at half-maximal effect. This is a subset. The share of hits here may be higher or lower than overall.

SMILES	TDP1 cell CPT	KAT2A inh	FEN1 inh
Cc1c(C)n(CC(O)CN2C(=O)c3ccccc3S2(=O)=O)c2ccccc12 (stereo not given)	-7%	?	3%
C/C(=N\Nc1ccc(C(F)(F)F)cn1)c1ccc(S(=O)(=O)NCc2ccco2)cc1	0%	1%	7%
CCC(=O)C1CCCN(C(=O)c2ccc(OC3CCN(C(=O)CCOC)CC3)cc2)C1 (stereo not given)	-18%	2%	15%
COC(=O)CN1C(=S)N(Cc2ccccc2)C(=O)C1CC(=O)Nc1ccc(Br)cc1 (stereo not given)	16µM*	39%[activator]	-3%
Cc1ccc(OCc2nc(C#N)c(N3CCCCC3)o2)cc1	7%	-4%	-11%
CC(C)OCC(O)CN1CCN(CC(O)COc2ccc3c(c2)OCO3)CC1 (stereo not given)	-14%	1%	0%
Cc1ccn2c(CNCCCn3cccn3)c(C(=O)N3CCCCCC3)nc2c1	-4%	-2%	5%
Cc1ccc(N(CC(=O)Nc2c(C)cccc2C)S(C)(=O)=O)cc1	-5%	-1%	4%
COc1ccc(N2CCN(c3oc(COc4ccccc4)nc3C#N)CC2)cc1	?	-9%	-18%
O=[N+]([O-])CC(c1ccccc1)c1c[nH]c2ccccc12 (stereo not given)	7.3µM*	nt	-14%
CC(C)=CC(=O)NCCc1ccccc1	-12%	nt	-4%
COc1cc(NS(=O)(=O)c2ccc(NC(=O)/C=C/C(=O)O)cc2)nc(OC)n1	4%	-11%	1%
CN(C(=O)c1cc2n(n1)C(C(F)(F)F)CC(c1ccco1)N2)c1ccccc1 (stereo not given)	?	-5%	-3%
CCc1ccc(-c2cc3c(=O)n(CC(=O)NCCCN4CCN(Cc5ccccc5)CC4)nc(C)n3n2)cc1	21µM*	-16%	12%
COc1ccc(S(=O)(=O)c2nnn(-c3ccccc3Cl)c2N)cc1	-20%	-5%	-12%
COc1ccc(-c2nc(-c3ccccc3)nc(N3CCN(C)CC3)c2C#N)cc1	?	-5%	-11%
Cc1ccc(OCc2nnc(SCC(=O)O)n2-c2ccccc2)cc1	7%	nt	11%
Cc1ccc(C2(C)NC(=O)N(CC(=O)N(Cc3ccccc3)C(C)(C)C)C2=O)cc1 (stereo not given)	?	-25%	-2%
Cc1nn(C)c(C(=O)N/N=C/c2ccc(C(F)(F)F)cc2)c1[N+](=O)[O-]	2%	3%	-1%
[N-]=[N+]=NCC1OC(n2cnc3c(=O)[nH]c(N)nc32)C(O)C1O (stereo not given)	-1%	1%	nt
C[C@H](CO)N1C[C@H](C)[C@@H](CN(C)Cc2ccc3c(c2)OCO3)Oc2c(NS(C)(=O)=O)cccc2C1=O	-21%	1%	-4%
COc1ccc(C)cc1NC(=O)c1cc(S(=O)(=O)N2CCCCC2)c[nH]1	-20%	-1%	11%
COc1cc([N+](=O)[O-])ccc1-c1ccc(/C=N\n2cnnc2)o1	1.6µM*	-14%	-19%
Cc1nc(OCc2ccccc2)c2ccccc2n1	?	-8%	8%
C#CCNC(=O)C1=C[C@H](c2ccc3c(c2)OCO3)[C@@H](CCCO)[C@H](OCC)O1	-13%	-4%	15%

Following part
SMILES	TDP1 cell CPT	KAT2A inh	FEN1 inh
COc1ccccc1NC(=O)c1c(C)cc(C)nc1SCC(=O)Nc1ccc(C)c(C)c1	?	-16%	3%
C/C(=C\c1ccco1)C1C(C#N)=C(N)Oc2n[nH]c(-c3ccccc3)c21 (stereo not given)	-24%	-12%	-3%
C[C@@H]1CC2[C@@H]3CC[C@H]4CC(=O)CC[C@]4(C)C3=CC[C@]2(C)[C@@]1(O)C(=O)CO (stereo not given in full)	?	4%	-2%
CCOC(=O)CNC(=O)CSc1nnc(Cn2cnc3ccccc32)n1C	10%	-3%	-13%
O=C(CSc1nnc(COc2ccccc2)o1)N1CCOCC1	-11%	-3%	3%
Cc1ccc(C)c(CSc2ncccc2C(=O)O)c1	-12%	2%	-5%
CCOc1ccc(NC(=O)c2cccs2)c([N+](=O)[O-])c1	-10%	-8%	11%
O=C(CN1C(=O)C(=O)N(C2CCCC2)C1=O)NCCc1ccc(Cl)cc1Cl	0%	-6%	-12%
Cc1noc(C)c1C(=O)OCC(=O)N1CCN(S(=O)(=O)c2ccc3ccccc3c2)CC1	-20%	2%	-2%
C#CCOCCOCCOCCNc1nc(N2CCN(C(=O)[C@H](CCC(=O)O)n3cc(C(N)CO)nn3)CC2)nc(N2CCN(C(=O)[C@H](CCC(=O)O)n3cc(C(N)[C@H](C)CC)nn3)CC2)n1 (stereo not given in full)	-17%	1%	-11%
CCOCN(C(=O)Cn1c(COC)nc2ccccc21)c1c(C)cccc1CC	?	2%&-5%	16%&9%
Fc1ccccc1NC(=S)NNc1ncc(C(F)(F)F)cc1Cl	?	6%	-4%
CC(C)Sc1ncc(Cl)c(C(=O)Nc2ccc(S(=O)(=O)N3CCCCC3)cc2)n1	18µM*	-8%	-14%
Cc1ccc2cc(CN(CC3CCCO3)S(=O)(=O)c3ccccc3)c3nnnn3c2c1 (stereo not given)	29µM*	-4%	-18%
O=C(O)c1cc2c(s1)-c1ccccc1OC2	-23%	-28%	-1%
NS(=O)(=O)c1cccc(NC(=O)Cn2cnc3ccccc3c2=O)c1	4%	-11%	-5%
CC(=O)OC(CC(=O)O)C[N+](C)(C)C (stereo not given)	-1%	-4%	-11%
CCOc1ccc(-c2cn(-c3cccc(SC)c3)c(=O)[nH]2)cc1	?	0%	-3%
COCCCNc1nc2nonc2nc1N(C)CC1CCCN1C (stereo not given)	-17%	-3%	1%
CCSc1nnc(-c2cccc(S(=O)(=O)N(C)C)c2)n1-c1cc(OC)ccc1OC	14µM*	-3%	5%
Cn1nnnc1Sc1c(Cl)cccc1[N+](=O)[O-]	7%	-6%	1%
CC1CCN(c2nc(N(C)c3ccccc3)nc(N)c2[N+](=O)[O-])CC1	-29%	-7%	-8%
COc1cc(CN2CCCC(C)C2)cc([N+](=O)[O-])c1O (stereo not given)	-18%	-10%	2%
COc1ccc(CCNC(=O)CCCn2c(=O)c3cccn3c3cccnc32)c(OC)c1	?	-6%	-13%
Cc1ccc(S(=O)(=O)N2CCN(C(=O)c3cc(S(=O)(=O)N4CCOCC4)ccc3F)CC2)cc1	-25%	nt	17%

Some entries already given with just KAT2A inh and FEN1 inh:
| Molecule | KAT2A inh | FEN1 inh |
| --- | --- | --- |
| Fc1ccccc1NC(=S)NNc1ncc(C(F)(F)F)cc1Cl | 6% | -4% |
| CCOC(=O)CNC(=O)CSc1nnc(Cn2cnc3ccccc32)n1C | -3% | -13% |
| COC(=O)CN1C(=S)N(Cc2ccccc2)C(=O)C1CC(=O)Nc1ccc(Br)cc1 (stereo not given) | 39%[activator] | -3% |

Further records follow.
SMILES	TDP1 cell CPT	KAT2A inh	FEN1 inh
O=C(c1nc2ncccn2n1)N1CCN(c2ccccc2)CC1	0%	nt	0%
Cc1ccc(Cl)cc1NC(=O)Cn1c(=O)cc(C)c2c(C)nn(C)c21	12µM*	-3%	-1%
COc1cc2c(cc1OC)CN(CC(=O)Nc1ccc(C)c(C)c1)CC2	?	-26%	10%
CCCC(C(=O)NC(C)(C)CC)N(CC1CCCO1)C(=O)CNS(=O)(=O)c1ccc(F)cc1 (stereo not given)	7%	-5%	-9%
O=C(Nc1cccc(OCC(=O)N2CCOCC2)c1)c1ccc(C(F)(F)F)cc1	-15%	0%	1%
O=S(=O)(Nc1cccc(S(=O)(=O)N2CCOCC2)c1)c1cccs1	5%	-6%	0%
Cc1ccccc1NC(=S)NC(C)C(c1cccs1)N1CCOCC1 (stereo not given)	-3%	0%	-16%
Cc1ccc(S(=O)(=O)Nc2cccc(C(=O)NCC3(N4CCCCC4)CCCCC3)c2)cc1F	?	-6%	-11%
CCCC1(c2ccccc2)NC(=O)N(CC(=O)Nc2sc(-c3ccccc3)cc2C(=O)OCC)C1=O (stereo not given)	?	-4%	-2%
CN1CCN(CCC(=O)N/N=C/c2ccccn2)CC1	-33%	-21%	11%
Cc1ccc(CCNC(=O)c2cc3c(s2)-c2c(C)cccc2OC3)cc1	?	-19%	7%
CCC1(CC)NC(=O)N(CC(=O)OCC(=O)Nc2ccccc2OC(F)F)C1=O	-12%	0%	-1%
CCOc1cccc(OCCCCn2cnc3ccccc3c2=O)c1	5%	-3%	7%
Clc1ccccc1Cc1noc(CN2CCCCC2c2ccccn2)n1 (stereo not given)	?	2%	0%
COc1cc(CN2CCCC(C(=O)c3ccc(SC)cc3)C2)cc(Cl)c1O (stereo not given)	12µM*	-22%	-1%
CCN(Cc1nc(-c2ccccc2)no1)C(=O)c1ccco1	9%	-1%	-3%
O=C(Nc1ccc(N2CCN(C(=O)c3ccco3)CC2)cc1)c1ccccc1Br	?	-6%	-12%
CS(=O)(=O)N1CCc2cc(C(=O)Nc3ccccc3Cl)ccc21	-19%	-7%	16%
Cc1nnc(Sc2cc(C(=O)NC3CC3)c3ccccc3n2)s1	?	42%[activator]	-6%
CCOC(=O)CN(C(=O)c1ccccc1)c1ccccc1C	?	3%	0%
C[C@@H]1CN(S(=O)C(C)(C)C)[C@@H](CCO)/C1=C\c1ccccc1 (stereo not given in full)	-23%	nt	-1%
Cc1nc(CNC(=O)C2CCC(=O)N(CCc3ccc(Cl)cc3)C2)sc1C (stereo not given)	-18%	-8%	5%
O=C1Nc2ccccc2Nc2ccccc21	-9%	27%	4%
Cc1ccc(-c2csc(N3CCC[C@@H]3C(=O)NCCn3c(-c4ccncc4)nc4ccccc43)n2)cc1	?	-13%	7%
COc1cc(OC)c(NC(=O)c2oc3ccc4c(c3c2C)C(=O)CC(C)(C)O4)cc1Cl	0%	-5%	-4%

Among those listed so far, these have a thiophene ring, fused or not:
SMILES	TDP1 cell CPT	KAT2A inh	FEN1 inh
CCOc1ccc(NC(=O)c2cccs2)c([N+](=O)[O-])c1	-10%	-8%	11%
O=C(O)c1cc2c(s1)-c1ccccc1OC2	-23%	-28%	-1%
O=S(=O)(Nc1cccc(S(=O)(=O)N2CCOCC2)c1)c1cccs1	5%	-6%	0%
Cc1ccccc1NC(=S)NC(C)C(c1cccs1)N1CCOCC1 (stereo not given)	-3%	0%	-16%
CCCC1(c2ccccc2)NC(=O)N(CC(=O)Nc2sc(-c3ccccc3)cc2C(=O)OCC)C1=O (stereo not given)	?	-4%	-2%
Cc1ccc(CCNC(=O)c2cc3c(s2)-c2c(C)cccc2OC3)cc1	?	-19%	7%

New compounds follow
SMILES	TDP1 cell CPT	KAT2A inh	FEN1 inh
CCOc1ccccc1/C=N/NC(=O)c1nnn(-c2nonc2N)c1CN1CCCC1	11%	-14%	-12%
Cc1ccc(C2=CSC3=NNC4(CCCCC4)NN23)cc1	?	-6%	18%
O=C(C[n+]1ccc(-c2ccccc2)cc1)Nc1ccc([N+](=O)[O-])cc1	10µM*	-2%	-6%
CN(C)c1ccc(-c2cncnc2Nc2ccc(F)cc2)cc1	?	?	nt
CC(C)OCCCNC(=O)c1cccs1	-16%	0%	11%
C=CCn1c(C)cc(-c2csc(NCC)n2)c1C	?	-9%	11%
Cc1noc(C)c1NC(=O)N(C)C[C@H]1Oc2ccc(NC(=O)c3ccncc3)cc2C(=O)N([C@H](C)CO)C[C@@H]1C	-9%	2%	18%
COc1ccc2[nH]c3c(c2c1)CCN1C(=O)C(CC(=O)NCc2ccco2)C[C@H](C(=O)N2CCCCC2)[C@@]31C (stereo not given in full)	-28%	-6%	-14%
CNC(=O)C1CCN(S(=O)(=O)c2c(C)noc2/C=C/c2ccccc2F)CC1	-20%	0%	-4%
O=C(CN1CCc2cc3c(cc2C1)OCCCO3)Nc1ccc(S(=O)(=O)N2CCCC2)cc1	?	-5%	-8%
Cc1ccc2c(c1)-c1nc3ccccc3cc1C2=NC1CCCCC1	?	1%	?
N#C/C(=C\c1ccc(OCc2ccc(F)cc2)cc1)C(=O)Nc1cccc(C(=O)O)c1	3%	-23%	?
NC(=O)c1ccnc2c(O)cccc12	nt	1%&2%	15%
O=C(Nc1ccc(N2CCN(C(=O)C3CC3)CC2)cc1)c1cccs1	2%	-12%	0%
CCS(=O)(=O)N(CC(=O)Nc1cccc2ccccc12)c1ccc(OC)cc1	?	-4%	6%
CCN(c1ccccc1)S(=O)(=O)c1ccc2[nH]cc(C(=O)NC3CCCCC3)c(=O)c2c1	?	5%	-4%
CCOC(=O)c1sc(NC(=O)CSC(=S)N2CCN(C)CC2)nc1C	26µM*	-8%	5%
C#CCNC(=O)C1=C[C@H](c2coc3ccccc3c2=O)C[C@H](OCCCCO)O1	-20%	-5%	21%
CCN(CC)c1ccc(C2Nc3ccccc3-c3cc(C)nn32)cc1 (stereo not given)	-25%	-4%	1%
Cc1ccc(C(=O)SC2=NCCS2)cc1	-24%	0%	1%
O=C(c1ccco1)N1CCN(CCOCCOc2cccc3ccccc23)CC1	?	2%	5%
